Bioassay records as filed in PubChem.
Sm TGR inh: inhibitors of Schistosoma mansoni thioredoxin glutathione reductase; Q962Y6; purified TGR, DTNB reduction, TNB absorbance 405 nm; Potency, µM (series often up to 114 µM), inactives show at the top dose activity change, negative = inhibition, actives largely listed as inhibitors; hit rate 3% among 360,000; AID 485364; further: nearly all actives have a fitted effect of over 60% in size
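TGR 20 nM + NADPH 100 uM (dispensed conc.), cpd preinc 15 min RT; start with NADPH (500 uM addition) then DTNB (15 mM addition). Kinetic TNB absorbance, 405 nm filter. Four-parameter Hill fit across titration.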
LmPK inhibitor: LmPK (Leishmania mexicana) enzyme inhibition | Q27686 | purified LmPK, Kinase-Glo ATP luminescence, 1 h | Potency, µM (doses to about 57.5 µM), without a hit: top-dose activity change, negative = inhibition, usual class: inhibitors | hit rate 0.37% among 290,000 | AID 1721
Target sequence (Q27686 whole entry, looked up): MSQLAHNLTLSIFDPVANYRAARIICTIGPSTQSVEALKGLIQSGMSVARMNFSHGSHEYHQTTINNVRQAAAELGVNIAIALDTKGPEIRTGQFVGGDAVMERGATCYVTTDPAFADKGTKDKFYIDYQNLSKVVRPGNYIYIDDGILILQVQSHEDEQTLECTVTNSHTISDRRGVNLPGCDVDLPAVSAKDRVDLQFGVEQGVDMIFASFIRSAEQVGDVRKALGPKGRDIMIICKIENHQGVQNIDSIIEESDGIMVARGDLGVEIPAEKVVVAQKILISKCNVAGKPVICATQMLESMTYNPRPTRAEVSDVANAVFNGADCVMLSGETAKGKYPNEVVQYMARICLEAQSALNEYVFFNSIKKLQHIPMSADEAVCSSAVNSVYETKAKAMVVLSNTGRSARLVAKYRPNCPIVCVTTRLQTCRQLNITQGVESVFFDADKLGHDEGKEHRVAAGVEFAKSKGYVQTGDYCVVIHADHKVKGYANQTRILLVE
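ATP generated from ADP (0.1 mM) and PEP (0.5 mM) by 0.1 nM LmPK over 1 h at room temperature (pH 7.2 imidazole buffer) was detected by coupled luciferase luminescence. Values were normalized to uninhibited and no-enzyme wells.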
Pf growth 96h: P. falciparum growth inhibition at 96 hours. AID 504834. hit rate 6.9% among 320,000. Potency, µM (top dose mostly 28.7 µM), inactives show at the highest dose activity change, negative = inhibition, hits mostly inhibitors. P. falciparum luciferase reporter growth, 96 h
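Luminescence readout: decreased luciferase signal marks inhibited growth of reporter-expressing P. falciparum in infected red cells (2% hematocrit, 0.05% parasitemia final), exposed to compound two generations (96 h, 37 C, 5% CO2).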
Pf growth 48h: P. falciparum growth inhibition at 48 hours (one generation); hit rate 5.9% among 310,000; P. falciparum luciferase growth in erythrocytes, 48 h; Potency, µM (titrated, usually from 28.7 µM), for inactives: at the highest dose activity change, negative = inhibition, usual class: inhibitors
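Luciferase-expressing parasites in RBCs, 2% Hct / 0.1% parasitemia final; RPMI 1640 + 0.5% Albumax; 37 C, 5% CO2, one generation; luminescence read-out, lower signal = inhibition.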
Tb PYK inh: T. brucei pyruvate kinase inhibition | Q57TT1 | TbPYK enzyme, Kinase-Glo Plus ATP luminescence, 45 min | Potency, µM (highest dose often 76.8 µM), without a hit: top-dose activity, negative = inhibition, most hits filed as inhibitors | hit rate 0.12% among 410,000; further: nearly all actives have a fitted effect of over 50% in size
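Activity of T. brucei pyruvate kinase was followed by Kinase-Glo Plus luminescence after the enzyme reacted 45 min at room temperature with 130 uM ADP (final) and substrate. Test compounds were added before ADP at multiple concentrations.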
HCV inh: inhibitors of hepatitis C virus infection. hit rate 3.4% among 340,000. AID 651820. Potency, µM (titrated, usually from 41.8 µM), for the others: at the top dose activity change, negative = inhibition, usual class: inhibitors. Huh7.5.1 HCVcc-Cre infection, luciferase reporter, 44 h
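Reporter virus HCVcc-Cre (~0.5 moi) infects cells exposed to compound; seeding density 1,000 cells/well with 4 h settling beforehand. Luminescence, 15 sec read, taken 44 h post-infection following a 15 min RT substrate incubation.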
Starred values were filed as active, the others as inactive; & = joins results of further samples; [ ] = dose if it differs, or a comment. The call rests on the fitted dose curve; in most records, active means well fitted curve in the direction sought with a large enough effect; inconclusive means small, poorly fitted or top-dose-only effect, or another doubt; inactive means no such curve, though single readings can be large; an effect the other way counts as inactive or inconclusive. On the % scale 0 is the no-effect control and ±100 the full control effect; potency means the concentration at half of the fitted maximal effect. Not a hit list, and some 16% of all compounds hit somewhere here.

How did O=c1[nH]c(=S)n(C2CC2)c(O)c1C=NCCc1ccccc1 do in these assays?
Sm TGR inh: -1%; LmPK inhibitor: 0%; Pf growth 96h: 39%; Pf growth 48h: -5%; Tb PYK inh: 0%; HCV inh: -18%

What do the screens show for `CC(C)NS(=O)(=O)c1ccc(CCC(=O)NCc2ccccn2)cc1`?
Sm TGR inh: 100µM*; LmPK inhibitor: -1%; Pf growth 96h: -16%; Pf growth 48h: -4%; Tb PYK inh: 1%; HCV inh: 15%

How did O=C(/C=C/c1ccco1)NC(=S)Nc1ccccn1 do in these assays?
Sm TGR inh: 8.9µM*; LmPK inhibitor: 1%; Pf growth 48h: 88%[activator]; Tb PYK inh: 0%; HCV inh: 4%

Results for Cc1cc(C)n(-c2nnc(C)n2/N=C/c2cc(Br)ccc2OCc2ccccc2)n1 ?
Sm TGR inh: -11%; LmPK inhibitor: 2%; Pf growth 96h: 7%; Pf growth 48h: 4.7µM*; Tb PYK inh: -1%; HCV inh: -13%

Results for CC(=O)Nc1cccc(NC(=O)C(=O)NCC(c2ccco2)N2CCc3ccccc3C2)c1 (stereo not given) ?
Sm TGR inh: -19%; Pf growth 96h: inconclusive; Pf growth 48h: 12µM*; Tb PYK inh: 4%; HCV inh: inconclusive

Results for CCOC(=O)c1[nH]c2c(c1-c1ccccc1)C(=O)CC(c1ccc(OC)c(OC)c1)C2 (stereo not given) ?
Sm TGR inh: 0%; LmPK inhibitor: 3%; Pf growth 96h: 10µM*; Pf growth 48h: inconclusive; Tb PYK inh: 0%; HCV inh: inconclusive

How did Nc1nc(SCCOc2ccccc2)n[nH]1 do in these assays?
Sm TGR inh: 3%; LmPK inhibitor: 1%; Pf growth 96h: 9%; Pf growth 48h: 12%; Tb PYK inh: 4%; HCV inh: -7%

How did CCN(CC)C(=O)C1CCCN(C(=O)CCn2nnnc2CN2CCOCC2)C1 (stereo not given) do in these assays?
Sm TGR inh: -17%; LmPK inhibitor: 0%; Pf growth 96h: 9%; Pf growth 48h: 4%; Tb PYK inh: -3%; HCV inh: 22%

What do the screens show for `CCOC(=O)N1CCN(C(=O)CC(C)S(=O)(=O)c2cc3c(cc2C)NC(=O)CO3)CC1` (stereo not given)?
Sm TGR inh: -8%; LmPK inhibitor: -12%; Pf growth 96h: inconclusive; Pf growth 48h: 2%; Tb PYK inh: 9%; HCV inh: 21%

What do the screens show for `CCN(CC)S(=O)(=O)c1ccc(Cl)nc1`?
Sm TGR inh: 21%; LmPK inhibitor: -4%[11.5 µM]; Pf growth 96h: -12%; Pf growth 48h: -10%; Tb PYK inh: -1%; HCV inh: 14%

A portion from the list above, for reference:
How did O=c1[nH]c(=S)n(C2CC2)c(O)c1C=NCCc1ccccc1 do in these assays?
Sm TGR inh: -1%; LmPK inhibitor: 0%; Pf growth 96h: 39%; Pf growth 48h: -5%; Tb PYK inh: 0%; HCV inh: -18%

What do the screens show for `CC(C)NS(=O)(=O)c1ccc(CCC(=O)NCc2ccccn2)cc1`?
Sm TGR inh: 100µM*; LmPK inhibitor: -1%; Pf growth 96h: -16%; Pf growth 48h: -4%; Tb PYK inh: 1%; HCV inh: 15%

How did O=C(/C=C/c1ccco1)NC(=S)Nc1ccccn1 do in these assays?
Sm TGR inh: 8.9µM*; LmPK inhibitor: 1%; Pf growth 48h: 88%[activator]; Tb PYK inh: 0%; HCV inh: 4%

Results for Cc1cc(C)n(-c2nnc(C)n2/N=C/c2cc(Br)ccc2OCc2ccccc2)n1 ?
Sm TGR inh: -11%; LmPK inhibitor: 2%; Pf growth 96h: 7%; Pf growth 48h: 4.7µM*; Tb PYK inh: -1%; HCV inh: -13%

Results for CC(=O)Nc1cccc(NC(=O)C(=O)NCC(c2ccco2)N2CCc3ccccc3C2)c1 (stereo not given) ?
Sm TGR inh: -19%; Pf growth 96h: inconclusive; Pf growth 48h: 12µM*; Tb PYK inh: 4%; HCV inh: inconclusive

Next section
Results for CC(=O)N1N=C(c2ccc3ccccc3c2)OC1(C)C ?
Sm TGR inh: -6%; LmPK inhibitor: -1%; Pf growth 96h: -9%; Pf growth 48h: -5%; Tb PYK inh: 2%; HCV inh: -7%

Results for O=C1N/C(=N/Nc2ccccc2)S/C1=C\c1ccccc1 ?
Sm TGR inh: 2%; LmPK inhibitor: -27%; Pf growth 96h: inconclusive; Pf growth 48h: inconclusive; Tb PYK inh: -17%; HCV inh: 13%

How did Cc1oc2cc3oc(=O)c(CCC(=O)NCCCC(=O)O)c(C)c3cc2c1C do in these assays?
Sm TGR inh: 3%; LmPK inhibitor: 2%; Pf growth 96h: -21%; Pf growth 48h: -1%; Tb PYK inh: 1%; HCV inh: 21%

What do the screens show for `N=c1nc(-c2ccccc2)ccn1O`?
Sm TGR inh: 16%; LmPK inhibitor: -1%; Pf growth 96h: 7%; Pf growth 48h: 2%; Tb PYK inh: -8%; HCV inh: 23%

How did CCC1CN(C(=O)N2CCC(C(=O)NCCc3ccc(OC)c(OC)c3)CC2)c2ccccc2O1 (stereo not given) do in these assays?
Sm TGR inh: -24%&2%; LmPK inhibitor: -8%; Pf growth 96h: -26%; Pf growth 48h: inconclusive; Tb PYK inh: -11%&1%; HCV inh: -22%

How did Cn1c(SCCOc2ccccc2F)nc2ccccc2c1=O do in these assays?
Sm TGR inh: 12%; LmPK inhibitor: 5%; Pf growth 96h: 54%[activator]; Pf growth 48h: inconclusive; Tb PYK inh: 5%; HCV inh: 15%

Results for Cc1cccc2sc(NC(=O)CN(C)S(=O)(=O)c3cccs3)nc12 ?
Sm TGR inh: -11%; LmPK inhibitor: 1%; Pf growth 96h: 20%; Pf growth 48h: 20%; Tb PYK inh: -1%; HCV inh: -22%

How did COc1cccc(-c2nc(NC(C)C)c3ccccc3n2)c1O do in these assays?
Sm TGR inh: 15%; LmPK inhibitor: -2%; Pf growth 96h: inconclusive; Pf growth 48h: inconclusive; Tb PYK inh: -1%; HCV inh: inconclusive

Results for COc1cccc(C(=O)Nc2ccc(NC(=O)c3cc4ccccc4o3)c(OC)c2)c1 ?
Sm TGR inh: 1%; LmPK inhibitor: 1%; Pf growth 96h: -11%; Pf growth 48h: 25%; Tb PYK inh: -1%; HCV inh: inconclusive

How did CCn1nc(C)cc1C(=O)N1CCCC(C(=O)c2ccc(Oc3ccccc3)cc2)C1 (stereo not given) do in these assays?
Sm TGR inh: 2%; LmPK inhibitor: 4%; Pf growth 96h: 20%; Pf growth 48h: inconclusive; Tb PYK inh: 4%; HCV inh: -11%

Sorted by count of non-hydrogen atoms (descending): three of the compounds above
How did CCn1nc(C)cc1C(=O)N1CCCC(C(=O)c2ccc(Oc3ccccc3)cc2)C1 (stereo not given) do in these assays?
Sm TGR inh: 2%; LmPK inhibitor: 4%; Pf growth 96h: 20%; Pf growth 48h: inconclusive; Tb PYK inh: 4%; HCV inh: -11%

Results for Cc1cccc2sc(NC(=O)CN(C)S(=O)(=O)c3cccs3)nc12 ?
Sm TGR inh: -11%; LmPK inhibitor: 1%; Pf growth 96h: 20%; Pf growth 48h: 20%; Tb PYK inh: -1%; HCV inh: -22%

What do the screens show for `N=c1nc(-c2ccccc2)ccn1O`?
Sm TGR inh: 16%; LmPK inhibitor: -1%; Pf growth 96h: 7%; Pf growth 48h: 2%; Tb PYK inh: -8%; HCV inh: 23%

(listing goes on)
How did COC(=O)[C@@]12CCCCN1[C@H](c1ccc(SC3CCCCC3)cc1)[C@H]1C(=O)N(C)C(=O)[C@H]12 do in these assays?
Sm TGR inh: inconclusive; Pf growth 96h: inconclusive; Pf growth 48h: inconclusive; Tb PYK inh: -1%; HCV inh: 13%

Results for Cn1c(=O)c2cc(S(=O)(=O)NCCC(=O)NCC3CCCO3)ccc2n(C)c1=O (stereo not given) ?
Sm TGR inh: 11%; LmPK inhibitor: -3%; Pf growth 48h: 8%; Tb PYK inh: -3%; HCV inh: 17%

What do the screens show for `CCOc1ccc(/C=N/NC(=O)c2cc3ccccc3cc2OC)cc1`?
Sm TGR inh: -12%; LmPK inhibitor: 13%; Pf growth 96h: inconclusive; Pf growth 48h: -24%; Tb PYK inh: 0%; HCV inh: inconclusive

Results for CCN1CCN(Cc2c(O)ccc3c2O/C(=C\C=C\c2ccccc2)C3=O)CC1 ?
Sm TGR inh: 35µM*; LmPK inhibitor: -12%; Pf growth 96h: inconclusive; Pf growth 48h: 1.7µM*; Tb PYK inh: -10%; HCV inh: inconclusive

Results for Cc1cccnc1NC(=O)c1ccc2nc(N)sc2c1 ?
Sm TGR inh: 1%; LmPK inhibitor: 3%; Pf growth 96h: 12%; Tb PYK inh: -16%; HCV inh: -7%

What do the screens show for `O=C(O)c1ccccc1-c1ccccc1C(=O)Nc1ccc(OC(F)(F)F)cc1`?
Sm TGR inh: -21%; LmPK inhibitor: -2%; Pf growth 96h: 14%; Pf growth 48h: 16%; Tb PYK inh: 4%; HCV inh: 23%

Results for O=C(Nc1ccc(S(=O)(=O)N2CCCC2)cc1)c1ccccc1 ?
Sm TGR inh: 5%; Pf growth 96h: -10%; Pf growth 48h: -30%; Tb PYK inh: 0%; HCV inh: 7%

How did Nc1nnn(CC(=O)N/N=C/c2ccccc2)n1 do in these assays?
Sm TGR inh: 6%; LmPK inhibitor: 3%; Pf growth 96h: 6%; Pf growth 48h: 24%; Tb PYK inh: 0%; HCV inh: 15%

Results for COc1cc2c(cc1OC)CN(CC(=O)Nc1ccc(F)cc1)C(C(=O)O)C2 (stereo not given) ?
Sm TGR inh: 3%; LmPK inhibitor: 5%; Pf growth 96h: 0%; Pf growth 48h: 3%; Tb PYK inh: 8%; HCV inh: 6%

How did COc1ccccc1C(=O)NNS(=O)(=O)c1ccc(F)cc1 do in these assays?
Sm TGR inh: 8%; LmPK inhibitor: 2%; Pf growth 96h: 4.1µM*; Pf growth 48h: 3%; Tb PYK inh: -3%; HCV inh: 28%

What do the screens show for `O=C(c1cc(-c2ccc3c(c2)OCO3)on1)N1CCN(c2ccc(F)cc2)CC1`?
Sm TGR inh: 2%; LmPK inhibitor: 3%; Pf growth 96h: -1%; Pf growth 48h: 6%; Tb PYK inh: 3%; HCV inh: -9%

How did COc1ccc(CONS(=O)(=O)c2ccc(NC(C)=O)cc2)cc1Cl do in these assays?
Sm TGR inh: -3%; LmPK inhibitor: 3%; Pf growth 96h: 17%; Pf growth 48h: 2%; Tb PYK inh: 2%

How did CC1CCN(C(=O)CN(c2ccc3c(c2)OCCO3)S(=O)(=O)c2ccccc2)CC1 do in these assays?
Sm TGR inh: 11%; LmPK inhibitor: 3%; Pf growth 96h: -8%; Pf growth 48h: inconclusive; Tb PYK inh: -17%; HCV inh: 2%

Results for O=C(CCN1C(=O)c2ccccc2C1=O)Nc1cccc(F)c1 ?
Sm TGR inh: -6%; LmPK inhibitor: -5%; Pf growth 96h: 48%[activator]; Tb PYK inh: 0%; HCV inh: -10%

How did CCCNC(=O)c1cccc(S(=O)(=O)N2CC3(C)CC2CC(C)(C)C3)c1 (stereo not given) do in these assays?
Sm TGR inh: -20%; Pf growth 96h: 13µM*; Pf growth 48h: inconclusive; Tb PYK inh: -7%; HCV inh: -11%

What do the screens show for `COc1cc(C(=O)Nc2ccc(Oc3ncnc4sc(-c5ccccc5)cc34)cc2)cc(OC)c1OC`?
Sm TGR inh: -2%; LmPK inhibitor: 1%; Pf growth 96h: -5%; Pf growth 48h: -11%; Tb PYK inh: 6%; HCV inh: 1%

What do the screens show for `COc1ccc(Cl)cc1NC(=O)C(C)OC(=O)c1ccc(NS(=O)(=O)c2ccc3[nH]c(=O)[nH]c3c2)cc1` (stereo not given)?
Sm TGR inh: 0%; LmPK inhibitor: 2%; Pf growth 96h: inconclusive; Pf growth 48h: -12%; Tb PYK inh: -12%; HCV inh: -27%
